Screening results as filed in PubChem BioAssay.
UBC13 inh = UBC13 polyubiquitin chain formation inhibitors, primary screen, biochemical, TR-FRET, uHTS; Ubiquitin-conjugating enzyme E2 N (Homo sapiens), P61088; inhibition, % at 20 µM; 0.47% of 330,000 active; in the data active = inhibition above about 45%, passing the limit was not always enough
Target sequence (P61088 whole entry, looked up): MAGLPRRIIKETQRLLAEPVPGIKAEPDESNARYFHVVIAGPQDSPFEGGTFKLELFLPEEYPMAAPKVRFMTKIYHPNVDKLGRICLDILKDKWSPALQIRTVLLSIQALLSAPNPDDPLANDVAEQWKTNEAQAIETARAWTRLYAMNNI
SENP8 block-1 = SENP8 protease inhibitors, primary screen, biochemical, luminescence; Sentrin-specific protease 8 (Homo sapiens), Q96LD8; purified SENP8, Z-RLRGG-aminoluciferin cleavage; inhibition, % at 10 µM; 1.2% of 330,000 active; AID 2540, 2010; in the data active = inhibition above about 50%
SENP6 inh = SENP6 protease inhibitors, primary screen, biochemical, luminescence, uHTS | Sentrin-specific protease 6 (Homo sapiens), Q9GZR1 | Recombinant SENP6 catalytic domain, aminoluciferin luminescence | inhibition, % at 10 µM | 1.8% of 330,000 active | AID 2599, 2010;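 active = inhibition above about 50% at the single tested dose, limit read from the data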;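 note: plate controls were DMSO wells with enzyme for no effect and DMSO wells lacking enzyme for full effect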
Target sequence (Q9GZR1 628-1112 limits assumed): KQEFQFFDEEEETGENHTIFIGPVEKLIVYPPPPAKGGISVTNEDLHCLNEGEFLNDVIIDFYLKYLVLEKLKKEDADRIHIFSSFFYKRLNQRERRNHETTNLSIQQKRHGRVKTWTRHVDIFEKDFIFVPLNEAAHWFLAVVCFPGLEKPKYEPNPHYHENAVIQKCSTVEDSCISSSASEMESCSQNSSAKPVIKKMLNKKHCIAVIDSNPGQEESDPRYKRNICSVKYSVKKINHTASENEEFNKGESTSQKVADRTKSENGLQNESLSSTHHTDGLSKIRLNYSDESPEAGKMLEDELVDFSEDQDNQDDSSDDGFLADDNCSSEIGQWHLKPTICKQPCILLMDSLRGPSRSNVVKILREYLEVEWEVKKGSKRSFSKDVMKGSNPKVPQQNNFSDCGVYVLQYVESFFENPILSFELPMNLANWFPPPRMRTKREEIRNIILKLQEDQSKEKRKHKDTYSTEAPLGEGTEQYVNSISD
Apaf-1 inh = inhibitors of human Apaf-1 apoptosome, primary screen, biochemical, DEVD-Rh110 fluorescence, uHTS; reconstituted apoptosome caspase-3 activity; inhibition, % at 20 µM; 0.71% of 330,000 active; active = inhibition of at least 40% at 20 µM;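 note: plate controls were DMSO wells for no effect and DEVD-CHO caspase inhibitor wells for full effect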
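Medium: Hepes buffer, pH 7.5 / System: biochemical Apaf-1 apoptosome reconstitution / Measured by: Rh110 fluorescence, excitation 480 nm, emission 540 nm / Times: compound with Apaf-1, dATP, procaspase-3 30 min, then 50 min reaction, room temperature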
SENP1 FRET inh = human SENP1 catalytic domain inhibitors, primary screen, biochemical, FRET, uHTS; AID 624204, 2012; inhibition, % at 10 µM; recombinant SENP1 catalytic domain, CyPet-SUMO1-YPet FRET cleavage; 0.21% of 360,000 active;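 active = inhibition at least 30% at 10 µM, raw YFP signal under a set limit, fluorescence ratio 0.5 to 1.5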;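 note: 0% = enzyme with DMSO and 100% = no enzyme wells; some results filed as inactive read as strong as hits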
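Material: hSENP1 catalytic domain, recombinant; medium: Tris pH 8 with BME, BSA, NP40 and catalase; compound: single concentration of 10 µM compound, 0.5% DMSO final; technique: FRET read of cyan and yellow fluorescence; timing: 50 min enzyme reaction, room temperature, light-protected; reagent: SFCypet-SUMO1-SFYpet substrate at 25 nM; control set: no-enzyme low, enzyme-DMSO high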
APOBEC3G inh = APOBEC3G DNA deaminase inhibitors, primary screen, biochemical, fluorescence, single-stranded DNA substrate, uHTS | inhibition, % at 20 µM | 0.28% of 330,000 active | recombinant A3G, ssDNA deamination FAM/TAMRA fluorescence;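 active = inhibition of at least 40% at 20 µM, with no more than 30% in the related APOBEC3A deaminase screen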;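 note: plate controls were DMSO wells with A3G for no effect and wells lacking A3G enzyme for full effect; some compounds called inactive have numbers as strong as hits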
Target sequence (Q9HC16 whole entry, looked up): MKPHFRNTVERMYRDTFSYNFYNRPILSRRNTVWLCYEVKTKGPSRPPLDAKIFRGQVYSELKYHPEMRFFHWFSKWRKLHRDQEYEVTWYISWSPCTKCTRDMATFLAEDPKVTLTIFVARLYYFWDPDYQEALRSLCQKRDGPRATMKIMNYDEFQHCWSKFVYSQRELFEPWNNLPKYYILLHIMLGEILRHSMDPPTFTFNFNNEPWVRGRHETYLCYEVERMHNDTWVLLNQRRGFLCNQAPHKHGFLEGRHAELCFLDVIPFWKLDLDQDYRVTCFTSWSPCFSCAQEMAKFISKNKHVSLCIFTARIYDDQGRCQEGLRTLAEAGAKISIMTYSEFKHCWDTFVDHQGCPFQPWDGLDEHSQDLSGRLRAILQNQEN
SENP7 inh = SENP7 protease inhibitors, primary screen, biochemical, luminescence, uHTS | Sentrin-specific protease 7 (Homo sapiens), Q9BQF6 | recombinant SENP7, Z-RLRGG-aminoluciferin luminescence, 40 min | 1.5% of 330,000 active | inhibition, % at 5 µM | AID 434973, 2010;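 active = inhibition above about 50% at the single test dose, limit read from the data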;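 note: plate controls were DMSO with enzyme for no effect and no enzyme buffer wells for full effect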
SENP8 block-2 = human SENP8 protease inhibitors, primary screen, biochemical, fluorescence, Nedd8 protein substrate, uHTS; Sentrin-specific protease 8 (Homo sapiens), Q96LD8; recombinant SENP8; inhibition, % at 20 µM; 0.64% of 360,000 active; AID 602440, 2012; in the data active = inhibition mostly above about 40%, no sharp cut-off; inactive = mostly below about 27%
Starred values were filed as active, the others as inactive; · = no result given.

SMILES	UBC13 inh	SENP8 block-1	SENP6 inh	Apaf-1 inh	SENP1 FRET inh	APOBEC3G inh	SENP7 inh	SENP8 block-2
COc1ccc2nc(NC(=O)C3CCCN(S(=O)(=O)c4cccs4)C3)sc2c1 (stereo unspecified)	3	-8	4	7	-1	-6	1	8
CCN(CC)CCNC(=O)Cn1nc(Cc2cccnc2)c2ccccc2c1=O	2	6	11	-3	-2	2	-6	7
C=CCNc1nnc(Cc2ccc(F)cc2)c(=O)[nH]1	-2	-4	3	-21	-3	-3	-3	11
Cc1nn(C)c(C)c1S(=O)(=O)N1CCC(C(=O)NCCC2=CCCCC2)CC1	9	5	-4	-9	-9	-3	9	0
O=C(CCC(=O)N1CCOCC1)NCCc1ccc(Cl)cc1Cl	0	-2	-3	3	0	-9	3	6
Cc1ccc(S(=O)(=O)N2CCC(C(=O)OC3CCOC3=O)CC2)cc1C (stereo unspecified)	-2	-8	-5	-13	-4	-10	-4	8
O=C1CC(c2ccc(Br)cc2)NC(c2ccc(Br)cc2)C1c1ccccc1 (stereo unspecified)	16	-6	-7	18	·	-7	-8	·
CS(=O)(=O)N(Cc1ccccc1F)c1ccccc1	1	4	-4	-1	0	1	-2	16
CCc1cccc2c(=O)c(C(=O)N3CCCCCC3)c[nH]c12	-2	-4	-9	10	2	-3	1	15
O=C(C1CC1)N1CCc2cc(S(=O)(=O)N3CCCc4ccccc43)ccc21	-3	-11	-12	21	0	-5	-12	18
CN(C)S(=O)(=O)c1cccc(COC(=O)c2ccc(Cl)cc2O)c1	0	-11	-10	2	3	-3	-7	3
C=CCN(c1ccccc1)S(=O)(=O)c1cccc(C(=O)NCC(c2ccc(F)cc2)N2CCOCC2)c1 (stereo unspecified)	19	-4	-4	30	1	-6	0	4
O=c1[nH]c(=S)ccn1C1OC(CO)C(O)C1O (stereo unspecified)	-5	-6	-21	-5	-4	-8	10	4
Cn1c(C(=O)O)cc2cc(F)ccc21	-5	1	-12	-1	-1	1	10	2
CCCNS(=O)(=O)c1ccc(-n2cnnn2)c(OC)c1	-19	-6	2	-5	1	-6	-9	14
COc1ccc(C(=O)Nc2ccc(N3CCOCC3)cc2)cc1S(=O)(=O)N1CCOCC1	-5	-3	-6	4	1	-4	5	16
O=C(CN1c2cccc3cccc(c23)S1(=O)=O)Nc1ccccc1F	8	-3	-15	6	1	-1	3	-306
Nc1nc(-c2ccc([N+](=O)[O-])cc2)c(C(=O)Nc2ccc(Cl)cc2)s1	-3	4	-11	-28	2	-5	4	23
COc1ccccc1/C=C/C=N/Nc1cccc(C(=O)O)c1	0	95*	98*	-2	-23	-9	87*	-167
COCc1cc(Sc2ccc(OC)cc2)nc(-c2ccccc2)n1	5	7	-16	8	1	-2	4	-2
CCn1c(C)c(C(C)=O)c(N2CCN(c3ccc(F)cc3)CC2)nc1=S	-14	-7	-4	4	-20	-5	-2	18
Cc1ccc(N2C(=O)c3ccccc3C2=O)cc1	-10	-3	3	-1	1	-6	-11	16
COc1ccc(S(=O)(=O)N2CCOCC2)cc1NC(=O)c1ccncc1	-4	-12	-15	-5	-1	-4	-7	7
Cc1ccccc1-c1n[nH]c(=S)n1Cc1ccccc1	10	1	-15	-6	3	13	6	10
Cc1cccc(-n2nnc(C(=O)NCc3ccccc3)c2N)c1	2	-6	-19	3	1	-4	5	18
Cc1cc(C)c(C)c(S(=O)(=O)NCCCN2CCOCC2)c1C	-5	3	-20	-1	6	-3	6	13
NC(=O)C[C@H](N)c1cn([C@@H](CC(N)=O)C(=O)N2CCNCC2)nn1	6	-11	3	7	2	17	3	22
CCC(C)Oc1ccccc1C1CC(=O)NC2=C1C(=O)CCC2 (stereo unspecified)	-9	-6	4	-6	3	1	9	19
COc1ccc(N2CCN(C(=O)COC(=O)CNC(=O)c3ccc(C)cc3)CC2)cc1	-2	-4	-18	4	1	-11	6	8
C[C@]12CCC(=O)CC1=CCC1C3CC=C(C#N)[C@@]3(C)CC[C@@]12O (stereo partly specified)	-4	-6	9	3	-1	2	-9	16

Brought forward from above: 2 entries, then new ones.
SMILES	UBC13 inh	SENP8 block-1	SENP6 inh	Apaf-1 inh	SENP1 FRET inh	APOBEC3G inh	SENP7 inh	SENP8 block-2
COc1ccc(N2CCN(C(=O)COC(=O)CNC(=O)c3ccc(C)cc3)CC2)cc1	-2	-4	-18	4	1	-11	6	8
C[C@]12CCC(=O)CC1=CCC1C3CC=C(C#N)[C@@]3(C)CC[C@@]12O (stereo partly specified)	-4	-6	9	3	-1	2	-9	16
O=C(CCc1ccccc1Cl)N1CCN(S(=O)(=O)c2ccccc2)CC1	8	-2	-13	-3	2	-4	9	13
Nc1ccccc1C#Cc1ccccc1	0	57*	67*	5	-3	-5	66*	-459
O=C(CN1C(=O)NC2(CCSC2)C1=O)N1CCN(c2ccc(F)cc2)CC1 (stereo unspecified)	0	1	-6	14	-1	-5	-5	16
N#Cc1cccc(C#N)c1Oc1ccc(S(=O)(=O)Nc2ccc(Cl)cc2)cc1	7	-6	-5	5	-2	-5	8	0
CCC(=O)n1nc(-c2ccccc2)nc1N	14	-2	-3	-3	1	-6	1	23
C=CCC(c1ccccc1)N(C(C)=O)c1ccco1 (stereo unspecified)	7	-3	8	-1	-1	-3	0	3
Clc1ccccc1-c1nnc(CNC2CC2)o1	-5	2	19	-1	-2	-2	4	9
Cc1cc(C(=O)CSc2nnc(N)s2)c(C)n1-c1c(C)n(C)n(-c2ccccc2)c1=O	-4	3	-6	1	2	-5	0	15
Cc1c(NC(=O)C(C)OC(=O)c2c3c(nc4ccccc24)CCC3)c(=O)n(-c2ccccc2)n1C (stereo unspecified)	-16	-8	-18	5	-19	7	-3	-12
CC(=O)N1CCc2c(sc3c2c(=O)n(Cc2ccccc2)c(=O)n3CC(=O)NCC2CCCO2)C1 (stereo unspecified)	4	10	21	-2	1	-2	2	11
O=C(Cn1ccc2ccccc21)Nc1ccc2c(c1)OCO2	8	-2	8	1	3	-5	6	0
COc1ccccc1C(=O)Oc1ccc(N2C(=O)CCC2=O)cc1	-12	-3	-5	8	0	-6	-6	9
CCc1nnc(NC(=O)CS(=O)(=O)Cc2ccccc2)s1	3	-2	-6	-7	-1	-14	-6	16
CCCCN(C(=O)c1c(CC)noc1C)c1c(N)n(CC(C)C)c(=O)[nH]c1=O	8	-4	-13	-10	-1	-4	0	9
O=C(Nc1ccccc1)c1ccc(CN2CCc3ccccc3C2)cc1	3	2	-5	7	1	1	2	8
Cc1cc(OCC(=O)Nc2ccc(S(=O)(=O)N3CCN(C)CC3)cc2)ccc1Cl	9	3	2	11	1	3	-2	13
O=C(O)c1ccc(Nc2ccc(F)c(F)c2)c([N+](=O)[O-])c1	-20	-5	-4	3	0	-7	-7	27
COc1cccc(C(=O)N2CCN(S(C)(=O)=O)CC2)c1	-8	-3	-10	-7	3	-6	2	20
O=S(=O)(Nc1ccc(F)cc1)c1cccc2nsnc12	0	-11	-3	4	0	-5	-3	4
Oc1ccc2ccc3cccc[n+]3c2c1	-76	3	14	-3	-21	1	1	-8
O=C(CCCn1c(SCC(=O)NC2CCCCC2)nc2ccccc2c1=O)NCC1CCCO1 (stereo unspecified)	8	1	-7	2	-1	-5	1	13
Cc1ccc(O)c(C(=O)c2cnn(C(=O)c3cccc(S(=O)(=O)N(C)C)c3)c2)c1	-3	-2	-7	18	0	-6	-19	-37
COc1ccc(NC(=O)CC2SC(N)=NC2=O)c([N+](=O)[O-])c1 (stereo unspecified)	1	-3	8	-15	1	-2	10	25
O=C(c1cnn(-c2ccccc2)c1-n1cccc1)N1CCN(C2CCCCC2)CC1	-5	-1	-6	2	1	-3	1	16
COc1ccc(-n2c(Cc3cccn3C)nnc2SCC(=O)NCc2ccccc2Cl)cc1	11	6	0	-1	-2	-3	0	3
CCOCCCN1C(=O)C(O)=C(C(C)=O)C1c1cccs1 (stereo unspecified)	0	-10	-12	-5	3	-12	3	7
NNC(=O)C(Cc1ccc(O)cc1)N1Cc2ccccc2C1=O (stereo unspecified)	7	-4	9	0	2	-7	6	10
CC1=C(C(=O)Nc2ccccc2)C2(CCCCC2)C(C#N)=C(SCC(N)=O)N1	0	-4	6	6	1	-3	4	13
CN1CCN(Cc2c(C(=O)N3CCc4ccccc4C3)nc3ccc(Cl)cn23)CC1	-6	-8	-27	5	-7	-7	-6	5
COC(=O)CNc1ccc2c(c1)OCO2	-19	-9	1	4	-25	7	-4	-6
Cc1nc(N2CCN(c3ccccc3)CC2)[nH]c(=O)c1Cc1ccccc1	-18	-8	1	11	-1	-7	-3	12
CCCc1c(C(=O)O)cnn1-c1ccc(Cl)cc1	0	-2	-16	-21	2	-8	2	12
C/C(=N\NC(=O)c1ccn(C)n1)c1ccc(NC(=O)C2CCC2)cc1	-4	-5	8	-3	3	-4	13	3
CC(=O)c1ccc(NC(=O)N2CCN(c3ccc(C)cc3)C(C)C2)cc1 (stereo unspecified)	-10	-9	-3	15	0	8	5	16
COCCNc1nc(-c2ccccc2)nc2ccccc12	-10	-8	3	7	2	-1	1	-34
Cc1cccc(/C=C/c2onc(C)c2S(=O)(=O)N2CCC(C(=O)NC(C)C)CC2)c1	13	7	-9	1	1	-4	-2	-12
O=S(=O)([O-])C(c1ccccc1)[n+]1ccccc1 (stereo unspecified)	-4	7	5	-2	2	-6	5	8
CCSc1nnc(COc2ccccc2)n1CC	8	2	-3	-13	2	-1	2	0
Cc1nc(Cc2nnc(SCC(=O)N3CCN(c4ccc(O)cc4)CC3)o2)cs1	17	-12	0	-10	0	2	12	26
CC(=O)NCCNC(=O)c1oc2ccccc2c1CSc1ncn[nH]1	-18	1	-4	-2	1	1	-9	2

Record cards, as listed above. Order of values: UBC13 inh, SENP8 block-1, SENP6 inh, Apaf-1 inh, SENP1 FRET inh, APOBEC3G inh, SENP7 inh, SENP8 block-2
Shown for CC(=O)c1ccc(NC(=O)N2CCN(c3ccc(C)cc3)C(C)C2)cc1 (stereo unspecified) → -10, -9, -3, 15, 0, 8, 5, 16
Shown for Cc1cccc(/C=C/c2onc(C)c2S(=O)(=O)N2CCC(C(=O)NC(C)C)CC2)c1 → 13, 7, -9, 1, 1, -4, -2, -12
Shown for COCCNc1nc(-c2ccccc2)nc2ccccc12 → -10, -8, 3, 7, 2, -1, 1, -34

More entries.
SMILES	UBC13 inh	SENP8 block-1	SENP6 inh	Apaf-1 inh	SENP1 FRET inh	APOBEC3G inh	SENP7 inh	SENP8 block-2
CCOc1ccc(CCNC(=O)c2ccc3nc(CC)c(CC)nc3c2)cc1	4	-8	-4	2	3	-6	-1	-12
COCCN(C(=O)CSc1nnc(Nc2ccccc2F)s1)c1c(N)n(Cc2ccccc2)c(=O)[nH]c1=O	0	0	-8	0	-3	-4	-2	12
O=C(CCNC(=O)c1ccccc1Cl)Nc1nccs1	7	3	10	-5	-1	-3	1	16
O=C(Cn1c(=O)c2c(ncn2Cc2ccccc2)n(Cc2ccccc2)c1=O)N1CCCC1	-6	-7	-13	5	1	-6	-3	30
FC(F)(F)c1nnc2ccc(NCn3nnc4ccccc43)nn12	0	-10	-11	6	0	-1	-1	15
CCN=C1SC(CC(=O)Nc2ccc(N3CCOCC3)cc2)C(=O)N1CC (stereo unspecified)	-10	-6	-2	1	0	1	-2	30
CCCc1n[nH]c2c1/C(=N\OCC)CC(C)(C)C2	9	4	-7	-19	-2	-2	3	10
